Assay outcomes as filed in PubChem BioAssay.
PGC1a acetyl inh: inhibitors of PGC1a acetylation signal, primary screen, cell-based, U2OS, AlphaScreen, inhibitor mode; inhibition, % at 15.6 µM; AlphaScreen anti-acetyl-lysine; with virally co-expressed GCN5 acetyltransferase; 350,000 tested, 0.17% active;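 active = every replicate shows inhibition of at least 40%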;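 note: 0% = neutral control wells and 100% = positive control wells; some results beyond the cut were filed as inactive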
LGR2 inh: inhibitors of bursicon-induced LGR2 CRE-luciferase signal, primary screen, cell-based, HEK293, CRE-luciferase reporter, bursicon stimulation; Drosophila bursicon receptor LGR2 (rickets); bursicon-stimulated, 4 h; inhibition, % at 9.99 µM; 380,000 tested, 0.35% active;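 active = drop in luminescence signal, shown as inhibition above about 50% in the replicate tests, limit read from the data, passing the limit was not always enough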;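 note: agonist challenge used bursicon conditioned medium at about half maximal strength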
ARNT-TACC3 inh: disruptors of ARNT/TACC3 protein interaction, primary screen, biochemical, AlphaScreen, single concentration. 390,000 tested, 0.66% active. inhibition, % at 9.99 µM. Transforming acidic coiled-coil-containing protein 3 (Homo sapiens), Q9Y6A5. AID 623870, 2012. AlphaScreen His-ARNT PAS-B/GST-TACC3 binding, luminescence; TACC3 fragment carries E629A point mutation;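 active = mean inhibition of replicates at least 50% and at least half of replicates each reaching 50%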;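 note: 0% = complete ARNT plus TACC3 wells and 100% = ARNT alone without TACC3; many hits fall short of the cut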
PglD inh: C. jejuni PglD acetyltransferase inhibitors, primary screen, biochemical, DTNB colorimetric, single point; purified PglD enzyme, DTNB colorimetric CoA detection; inhibition, % at 12.5 µM; 360,000 tested, 0.098% active; in the data active = inhibition above about 16%, passing the limit was not always enough; note: strong numbers were not always called active
Cneo AK release: Cryptococcus neoformans cell lysis inducers, primary screen, AK release luminescence, single concentration; 360,000 tested, 0.2% active; AID 651654, 2012; C. neoformans lysis, adenylate kinase release luminescence, 4 h; normalised: neutral wells 0, clomiphene wells 100; lysis activity, % at 15 µM;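 active = mean lysis activity across replicates of at least 80%, whatever share of replicates individually reach that level; inactive = mean lysis activity below 80%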
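read-out = cell lysis signal | test system = log-phase Cryptococcus neoformans yeast cells | input = cells at 5 × 10^6 per mL | medium = fresh YPD growth medium | signal = luminescent adenylate kinase detection reagent | timing = 4 h at 37 °C static, read 1 h later | dosing = single dose | controls = Clomiphene as positive lysis control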
INS-1E GSIS act: GLuc luminescence reporter in INS-1E cells, primary screen for activators of glucose-dependent secretion of insulin; INS-1E GLuc reporter insulin secretion, 2-3 h; activation, % at 16.6 µM; 370,000 tested, 0.61% active;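 active = lowest replicate activation of at least 40%, so every replicate reaches that level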;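 note: 0% = median of neutral control wells and 100% = median of IBMX positive control wells; some compounds called inactive have numbers as strong as hits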
Statin myotox sup: suppressors of statin myotoxicity in C2C12 myotubes, primary screen, cell-based, single point, plate reader; C2C12 myotubes + simvastatin, ATP luminescence, 48 h; scaled: DMSO 0, geranylgeraniol control 100; rescue of ATP level, % at 7.49 µM; 330,000 tested, 0.78% active; AID 602340, 2012;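 active = mean ATP rescue above about 67%, or every replicate alone reaching that limit, limit read from the data, passing the limit was not always enough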;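 note: myotubes were challenged with 10 µM simvastatin during compound exposure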
PAX8 inh HTS: inhibitors of PAX8-driven TPO luciferase reporter, primary screen, RMG-I cells, single concentration | SteadyGlo, 24 h | 360,000 tested, 1.2% active | inhibition, % at 12.6 µM;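 active = mean replicate inhibition at least 60% with every replicate also reaching 60%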;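 note: luciferase light reporting Pax8 driven TPO promoter activity; plate controls were median of neutral control wells for no effect and mitoxantrone controls for full effect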
* hit, by the source's call; x = not tested or not shown.

Values run as follows: PGC1a acetyl inh, LGR2 inh, ARNT-TACC3 inh, PglD inh, Cneo AK release, INS-1E GSIS act, Statin myotox sup, PAX8 inh HTS
> CC(Sc1ccccc1)C(=O)NN=C1CCCC1 (stereo not given)
  11.5, 4.4, -0.2, -0.2, 1.7, 2.0, -5.8, 1.1
> COc1ccc(C#Cc2ccc([C@@H]3[C@@H](CO)N4C(=O)CN(C(=O)c5cccnc5)C[C@@H]34)cc2)cc1
  -3.2, 29.7, x, x, x, -12.2, x, 5.7
> CCOC(=O)C1(Cc2cccc(OC)c2)CCCN(C(=O)c2ccccc2C)C1 (stereo not given)
  -16.8, -39.3, -31.7, 3.2, 0.7, -26.2, x, -13.1
> CCOC(=O)CN1N=C(/C=C/c2ccc(C(C)C)cc2)CCC1=O
  -1.6, -70.8, 11.0, x, x, -19.3, 4.0, -60.1
> COc1ccc(NC(=O)COC(=O)c2ccc(-n3cnnn3)cc2)c([N+](=O)[O-])c1
  x, -5.3, -13.3, 3.3, -0.9, -0.1, 10.8, -0.7
> Cc1cc(C)nc(N/N=C/c2cccc(Cl)c2)n1
  x, -6.3, 3.6, x, x, 8.3, x, -20.1
> CN(C(=O)C1CCN(S(=O)(=O)c2ccccc2[N+](=O)[O-])CC1)C1CCCCC1
  9.2, x, x, 12.1, 0.2, x, 3.0, 16.3
> CCOCCn1c(SCc2cccc(C)c2)nc2c1c(=O)[nH]c(=O)n2C
  x, 8.0, 2.2, -2.5, -0.4, 11.5, 10.6, 5.1
> Cc1ccc(S(=O)(=O)N(C)C[C@@H]2OCCCC[C@@H](C)Oc3ccc(NS(C)(=O)=O)cc3C(=O)N([C@H](C)CO)C[C@H]2C)cc1
  3.1, -4.0, -2.2, 0.0, 1.4, 1.4, x, -2.3
> Cn1c(C(=O)NCc2ccco2)cc2c(=O)[nH]c3ccccc3c21
  -3.9, x, 1.9, 2.9, -3.1, 6.6, 2.5, -18.6
> c1ccc(CSc2ncnc3sccc23)cc1
  x, -14.6, -9.4, -3.4, 1.6, 19.4, x, -0.2
> CN1C(=O)c2cc(NC(=O)c3ccccc3)ccc2OC[C@@H]2O[C@@H](CC(=O)NCC3CC3)CC[C@@H]21
  -11.5, 4.9, 2.5, -0.9, 1.0, 0.2, -14.0, 0.0
> COc1ccc(/C=N/NC(=O)CCn2c3ccccc3c3ccccc32)cc1OC
  x, -15.2, 2.3, x, x, 54.3*, x, -4.7
> CC(C)NC(=O)N1C[C@@H]2[C@H](c3ccccc31)[C@@H](CO)N2C(=O)c1ccccc1F
  -5.5, 1.1, -7.5, -1.9, -0.4, -4.6, -9.5, -15.2
> C[C@@H]1CN([C@H](C)CO)C(=O)c2cc(Br)cnc2O[C@@H]1CN(C)Cc1ccncc1
  8.8, 22.5, -7.0, 0.4, 1.9, 20.9, 10.4, x
> Cc1ccc(NS(=O)(=O)c2ccc(Cl)s2)nc1
  6.0, -4.8, -0.6, -7.8, -0.1, -0.2, x, 13.2
> CC/C(Cc1ccccc1)=N\NC(=O)c1cc(C)oc1C
  2.4, 5.0, 1.0, 1.2, x, 19.2, x, 2.6
> COc1ccc(CN2CCNC(=O)C2CC(=O)N(Cc2nccn2C)C(C)C)c(OC)c1 (stereo not given)
  4.5, -3.2, -3.9, 1.6, 0.2, 12.8, 1.6, 0.5
> Cc1c(Cc2ccccc2)c(=O)oc2cc(O)ccc12
  5.4, 13.9, 5.6, -5.8, -1.9, 15.2, x, -2.0
> COc1ccc2[nH]c(=O)c(CN(C(=O)c3cccnc3)c3ccccc3C)cc2c1
  1.0, -2.7, -7.8, 6.5, -1.0, 1.1, x, 17.5
> CSc1ccc(CN(C)C(=O)c2ccc(S(=O)(=O)Nc3ccccc3)cc2)cc1
  x, 9.2, x, -0.1, 0.6, -25.7, 8.1, 40.1
> Cc1ccc(S(=O)(=O)Nc2ccc3c(c2)C(=O)N([C@@H](C)CO)C[C@@H](C)[C@@H](CN(C)C(=O)NC2CCCCC2)O3)cc1
  -2.2, 15.3, 10.2, 2.1, 51.7, -9.9, -5.5, 20.1
> CC(C)NC(=O)Nc1ccc2c(c1)C(=O)N([C@@H](C)CO)C[C@H](C)[C@H](CN(C)C(=O)C1CCCCC1)OCCCC[C@@H](C)O2
  32.4, 21.4, 0.8, -2.2, 4.1, -0.1, -9.5, -5.4
> CN(Cc1nc2ccccc2c(=O)[nH]1)CC(O)COCc1ccco1 (stereo not given)
  4.9, x, 6.5, -1.2, -0.3, x, -8.3, -8.1
> O=C(CCNS(=O)(=O)c1cccc(C(F)(F)F)c1)NC1CC1
  x, 3.1, 5.2, -0.6, 0.7, 6.2, 6.9, -16.9
> CC(=O)NC1C(=O)N=C(SCC(=O)Nc2cccc(Cl)c2)NC1=O (stereo not given)
  -14.1, -11.6, -6.4, 4.7, -0.2, -10.6, 6.5, -0.1
> COc1ccc(Nc2nc3cc(-c4sccc4C)sc3c(=O)n2C)cc1OC
  -33.7, -56.7, x, -8.3, -2.4, -26.5, -121.5, -16.7
> Cc1nc2ccccc2c(=O)n1Cc1ccco1
  -13.4, 3.3, x, 6.2, 2.7, -8.0, 0.3, -7.6
> O=C(Cc1cccs1)NCCc1ccc(F)cc1
  11.4, 2.8, 1.5, 5.8, 2.2, 0.3, -3.2, -1.2
> CCOC(=O)c1cnc2c(ccc3ccccc32)c1NCCO
  -3.6, -32.7, 1.8, -2.8, 1.4, 31.7, x, x
> Cc1noc(C)c1NC(=O)N[C@H]1C=C[C@H](CC(=O)Nc2ccc(-c3ccccc3)cc2)O[C@H]1CO
  -9.6, -6.0, 4.5, -1.2, -0.3, -2.6, 5.5, 1.6
> O=C(N/C(=C/c1cccc([N+](=O)[O-])c1)C(=O)N1CCOCC1)c1ccc(Br)cc1
  6.0, -4.0, -0.2, 0.5, 2.3, -12.6, x, 4.4
> CN(C)C(=O)CC12CC3CC(C1)CC(CC(=O)N(C)C)(C3)C2
  x, -5.9, -5.2, x, x, -8.3, x, 0.4
> CCCCC(=O)Nc1nc(C)c(-c2csc(Nc3ccc(Cl)cc3)n2)s1
  -2.7, x, -4.0, 1.9, -0.2, x, x, x
> NS(=O)(=O)c1ccc(NC(=S)NC(=O)/C=C/c2ccco2)cc1
  x, -16.0, 6.0, x, x, 1.0, x, -2.8
> Cc1cccc(C)c1N1CCN(c2cc(Cl)nc(N)n2)CC1
  x, -3.5, -11.2, 11.8, -0.5, -4.5, 15.9, 11.1
> CCOC(=O)c1c(NC(C)=O)sc2c1CCCNC2=O
  -0.9, x, 9.8, -5.4, 0.6, x, x, x
> CC1CCCCN1C(=O)COC(=O)c1n[nH]c2ccccc12 (stereo not given)
  x, -38.7, -1.0, -0.3, -4.5, 1.6, -11.1, x
> Clc1ccc(-c2nsc(N3CCOCC3)n2)c(Cl)c1
  x, -6.2, -6.6, 1.0, -2.7, 7.7, -12.1, -242.7
> O=C(Nc1cnccn1)c1cccnc1
  10.1, 14.2, 2.0, -1.4, 0.3, 8.7, 7.0, x
> CN(C)CC(=O)Nc1ccc2c(c1)[C@H]1C[C@H](CC(=O)NCc3ccccn3)O[C@H](CO)[C@H]1O2
  1.5, 3.8, -9.2, 1.0, -0.7, 5.1, -0.9, -8.7
> COc1cc(/C=N/NC(=O)c2sc3ccccc3c2Cl)ccc1OC(=O)c1ccc([N+](=O)[O-])cc1
  -8.0, -28.2, -10.4, 5.1, -0.6, -2.5, 2.2, 5.2
> Cc1ccc(C2c3c(-c4ccccc4O)n[nH]c3C(=O)N2Cc2ccncc2)cc1 (stereo not given)
  -4.9, x, -0.2, 1.8, 0.3, -21.3, 13.2, -9.0
> COc1cc2c(cc1NC(C)=O)CCCC2
  0.5, x, -1.5, -2.3, -2.2, x, 11.4, x
> CN(C)c1ccc(/C=C/C(=O)c2ccccc2)cc1[N+](=O)[O-]
  7.1, -26.5, x, -2.2, 1.1, 6.3, -15.9, -94.7
> CCOC(=O)N1CCN(C(=O)c2ccc3c(Cl)c4c(nc3c2)CCCC4)CC1
  -18.4, 5.8, 4.3, 6.0, 3.4, -0.4, 3.7, -5.0
> CSc1nc(N)nc2c1ncn2CC(=O)NCc1ccc2c(c1)OCO2
  3.2, 6.8, -7.4, -2.6, 1.7, 26.1, 1.2, -7.2
> Cc1ccccc1C(=O)NC(=S)N(C)CCc1ccccn1
  6.6, -4.9, -2.8, x, x, -3.8, x, -2.6
> CC1CC(C)CN(CCOc2ccc(Cl)cc2Cl)C1 (stereo not given)
  -15.2, x, 1.2, 1.3, 0.5, 31.5, -11.5, 8.4
> O=C1/C(=C/c2ccco2)CCC1C1CCCC1 (stereo not given)
  -5.6, -34.3, -3.5, x, x, -33.4, 12.2, -37.7
> CCCCNc1nc(CC)c2c(c1C#N)CCCC2
  2.8, x, -6.5, -11.5, 2.8, x, -1.8, x
> Cc1cccc(S(=O)(=O)N2CCCCN3[C@@H](CO)[C@@H](c4ccc(-c5ccncc5)cc4)[C@@H]3C2)c1
  -11.0, 0.1, 11.0, 2.6, 6.4, -25.9, 18.1, 5.1
> CCCCOC(=O)C1=C(C)NC(=O)NC1c1cc2c(cc1Br)OCO2 (stereo not given)
  x, 0.6, 0.8, 7.9, -1.9, -8.5, 2.1, 51.8
> Cc1nn2c(NCCCN3CCOCC3)c3c(nc2c1-c1ccccc1)CCC3
  -66.9, x, -4.7, 1.1, 13.3, x, -10.5, x
> O=C(O)C[C@H]1CC[C@H](NC(=O)c2ccccc2F)[C@H](CO)O1
  -4.9, 3.2, 1.1, 4.5, 55.7, -0.4, 2.5, -16.7
> NC(=O)/C=C/C(=O)Nc1ccc(Cl)cc1
  -11.7, 4.0, -5.2, x, x, -13.9, x, 28.0
> COc1cc(N(C(C)=O)c2ccc(O)cc2)c2ncccc2c1
  x, x, x, -1.6, 9.7, x, -2.8, -27.6
> Cc1c(C(=O)NCc2ccc(F)cc2)c(-c2ccccc2)nn1-c1ccccc1
  4.9, x, 12.9, -3.8, 4.0, x, 13.2, 20.7
> CC1CCCCC1NC(=S)NC(=O)c1cccs1 (stereo not given)
  -3.2, -16.6, 5.9, x, x, -48.3, -10.5, -24.0
